Assay outcomes (PubChem)
TPT1 inh: inhibitors of Candida albicans tRNA 2'-phosphotransferase TPT1; recombinant caTPT1, FP RNA substrate dephosphorylation; inhibition, % at 5 µM; 0.81% of 300,000 active;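 active = inhibition above the mean of all tested compounds plus 3 SD, set per screening campaign, cut at about 24% in these data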;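 note: plate controls were DMSO alone for no effect and ferristatin control at 100 nM for full effect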
PP1 inh: counter-screen for PP5 inhibitors: inhibitors of human PP1-alpha. purified PP1alpha, OMFP fluorescence. 0.9% of 320,000 active. P62136. inhibition, % at 6.7 µM;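 active = inhibition above the mean inhibition of all tested compounds plus 3 SD, computed separately for each screening campaign, cut at about 15% in these data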
PREPL inh: human PREPL enzyme inhibition; inhibition, % at 5.96 µM; AID 2751; Q4J6C6; 0.68% of 320,000 active; recombinant PREPL, fluorescence polarization activity-based probe; in the data active = inhibition above about 43%;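 note: 0% = enzyme with DMSO and 100% = wells lacking enzyme; many of its hits are not listed in these tables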
Target sequence (Q4J6C6 whole entry, looked up): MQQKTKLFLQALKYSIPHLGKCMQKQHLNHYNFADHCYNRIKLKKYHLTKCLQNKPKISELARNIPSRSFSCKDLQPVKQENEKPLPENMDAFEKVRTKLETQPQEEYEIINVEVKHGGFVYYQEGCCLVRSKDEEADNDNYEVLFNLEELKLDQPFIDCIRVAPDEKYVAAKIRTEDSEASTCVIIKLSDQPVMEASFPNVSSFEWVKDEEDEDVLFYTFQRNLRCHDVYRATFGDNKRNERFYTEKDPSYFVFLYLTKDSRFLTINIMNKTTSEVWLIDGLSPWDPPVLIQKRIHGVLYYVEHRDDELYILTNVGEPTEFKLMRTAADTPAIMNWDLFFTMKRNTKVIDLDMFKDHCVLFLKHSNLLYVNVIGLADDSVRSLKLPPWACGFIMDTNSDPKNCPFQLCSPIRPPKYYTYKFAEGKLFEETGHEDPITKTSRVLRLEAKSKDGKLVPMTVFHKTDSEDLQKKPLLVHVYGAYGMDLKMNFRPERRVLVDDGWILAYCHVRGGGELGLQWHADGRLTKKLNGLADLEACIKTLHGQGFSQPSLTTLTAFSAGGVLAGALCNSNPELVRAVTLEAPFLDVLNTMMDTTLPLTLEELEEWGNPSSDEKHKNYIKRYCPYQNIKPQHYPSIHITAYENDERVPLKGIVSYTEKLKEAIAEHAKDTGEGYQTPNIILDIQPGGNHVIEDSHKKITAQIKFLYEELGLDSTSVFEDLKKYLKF
PP5 primary: inhibitors of human protein phosphatase 5 (PP5); purified PP5c, OMFP substrate fluorescence; P53041; inhibition, % at 6.7 µM; AID 1987; 0.18% of 320,000 active;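 active = inhibition above the campaign's mean inhibition across all tested compounds plus 3 SD, cut at about 9.5% in these data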;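 note: 0% = DMSO only and 100% = 100 µM cantharidin control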
Efflux pump inh: blocks antifungal efflux pumps in multiplex yeast assay; S. cerevisiae Candida pump triplex, Nile Red efflux; inhibition, % at 10 µM; 0.44% of 330,000 active;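 active = plate passing quality check with inhibition over a set limit, or well fluorescence over plate mean plus 4 SD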;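 note: Nile Red retained in pooled yeast measured as flow cytometry median fluorescence; 0% = buffer negative control and 100% = Enniatin B positive control; higher means more Nile Red kept so more efflux inhibition; some compounds called inactive have numbers as strong as hits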
ZTA counter: ZTA (EBV) inhibition in EBNA-1 counter-screen; AID 2234; 0.15% of 320,000 active; P03206; inhibition, % at 11 µM; ZTA-DNA binding, fluorescence polarization; in the data active = inhibition above about 33%
Target sequence (P03206 whole entry, looked up): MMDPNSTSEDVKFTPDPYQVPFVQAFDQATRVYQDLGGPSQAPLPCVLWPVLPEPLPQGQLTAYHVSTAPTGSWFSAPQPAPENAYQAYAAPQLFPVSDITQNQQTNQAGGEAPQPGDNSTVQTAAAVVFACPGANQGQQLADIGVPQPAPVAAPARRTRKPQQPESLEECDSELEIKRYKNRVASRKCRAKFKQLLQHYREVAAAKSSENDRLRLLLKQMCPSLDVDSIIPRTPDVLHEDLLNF
EBNA-1 inh: blocks EBNA-1 binding to DNA. EBNA-1 DNA binding, fluorescence polarization. inhibition, % at 14.8 µM. 0.34% of 300,000 active. AID 1950; in the data active = inhibition above about 28%
Fh CTSL1 inh: cathepsin L1 inhibition, PFM18AAP counter-screen; recombinant F. hepatica cathepsin L1, Z-Leu-Arg-MCA fluorescence; 0.49% of 300,000 active; AID 1906; inhibition, % at 5.96 µM;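 active = inhibition above the mean of all tested compounds plus 3 SD, set per screening campaign, cut at about 17% in these data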;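 note: 0% = plate median of test compound wells and 100% = 1 µM Z-Phe-Ala-diazomethylketone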
HCV core dimer: blocks dimerization of HCV core protein | AID 1899 | 0.33% of 300,000 active | inhibition, % at 5 µM | TR-FRET GST/Flag-core106 dimerization, 1536-well;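 active = inhibition above the mean of all tested compounds plus 3 SD, set per screening campaign, cut at about 45% in these data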
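Material: GST/Flag-tagged HCV core106 proteins. Incubation: 4 h, 22.5 °C incubation. Read-out basis: inhibition (%) from 671 over 617 nm ratio. Measured by: TR-FRET, excitation 340 nm, emission 617 and 671 nm.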
An asterisk follows results filed as active; x = not tested or not shown. The list is partial, so the mix of outcomes need not match the whole.

SMILES	TPT1 inh	PP1 inh	PREPL inh	PP5 primary	Efflux pump inh	ZTA counter	EBNA-1 inh	Fh CTSL1 inh	HCV core dimer
O=C(Nc1cccc(-c2cn3ccccc3n2)c1)c1cnccn1	-2	-4	-3	1.0	0.1	-4	0	1	-3
COc1cc2c(cc1OC)CN(c1nc(-c3cccnc3)nc3ccccc13)CC2	3	1	-3	2.0	0.1	3	2	7	8
CC(=O)N(C(C)=O)N1C(=O)c2cccc3c(N4CCOCC4)ccc(c23)C1=O	-2	-5	7	-1.9	0.0	-9	15	-13	-16
CCN(CC)c1ccc(C=C2C(=O)OC3(CCCC3)OC2=O)cc1	29*	-1	1	-3.7	0.7	4	-2	-5	0
O=C(CN1C(=O)C2C3C=CC(C3)C2C1=O)N1CCc2ccccc2C1 (centres undefined)	-1	-1	1	-0.9	-0.1	6	-2	-1	-6
Cc1ccc(C23CC4CC(CC(C(=O)N5CCN(C)CC5)(C4)C2)C3)cc1	9	0	-8	1.6	0.1	-7	-8	2	-3
Cc1ccc(NC(=O)CO/N=C/c2ccc(N(C)C)cc2)cc1	93*	1	8	1.7	-0.1	0	-4	0	-5
Cn1cnnc1SCC(=O)Nc1ccccc1C(=O)NC1CC1	-2	-4	8	0.7	0.0	-5	0	-5	3
COc1ccc(/C(C)=N/NC(=O)c2ccncc2)cc1[N+](=O)[O-]	0	-5	-2	1.6	-0.2	4	-1	-1	2
Cc1nc(C(=O)Nc2cccc(Cl)c2)nn1-c1cc(OC(C)C)c(Cl)cc1Cl	-2	1	-3	2.4	0.1	5	11	-1	3
NS(=O)(=O)c1ccc(NC(=O)c2ccc3c(c2)OCO3)cc1	0	-2	4	0.0	0.1	3	10	-3	7
CCc1c(O)nc(SC2CC(=O)N(c3ccc(F)c(Cl)c3)C2=O)[nH]c1=O (centres undefined)	-2	1	4	-1.6	0.1	2	5	5	5
Cc1ccc(OCCC(=O)Nc2c(C)n(C)n(-c3ccccc3)c2=O)cc1	0	-1	23	-0.8	0.0	14	6	1	-4
O=C(CNC(=S)N(Cc1ccccc1F)C1CCCCC1)NC1CC1	0	-3	13	4.5	-0.2	-10	4	-3	-5
CCOCCCNC(=O)c1ccc(/C=C2\Oc3ccccc3N(C)C2=O)cc1	2	4	-3	2.9	0.0	-2	-1	2	-7
COCC(=O)Nc1ccc(N(C)C)cc1	-7	-2	2	-0.1	-0.2	5	2	5	-8
CNC(=S)N/N=C(\C)c1cccc([N+](=O)[O-])c1	-1	-2	-8	2.1	0.0	1	-10	1	2
O=C(CCNS(=O)(=O)c1ccccc1C(F)(F)F)N1CCN(C(c2ccccc2)c2ccccc2)CC1	-1	1	-13	6.2	0.1	9	-17	2	7
N#CC(C#N)=Cc1cccn1-c1ccc(S(N)(=O)=O)cc1	-2	-4	25	-0.4	0.0	-2	4	4	2
O=C1c2ccccc2C(=O)N1CSc1nnc2c3ccccc3n(CCc3ccccc3)c2n1	-3	-2	1	-2.2	-0.1	5	-7	-1	17
Cc1cnc(NC(=O)C2CCCC2)s1	4	-7	-1	0.2	0.0	6	-7	-3	5
O=c1c2ccccc2nc(COc2ccccc2)n1/N=C/c1ccco1	-3	-3	19	-1.3	-0.1	-15	-1	4	8
CCNC(=S)N1CCn2c(nc3ccccc32)C1	-1	-1	2	0.6	0.1	-9	1	0	-6
CN1CCN(c2cc(N3CCc4ccccc4C3)c(F)cc2[N+](=O)[O-])CC1	11	3	41	-1.3	-0.3	7	-7	0	0

Some of the entries so far, as comma-separated lines.
molecule,TPT1 inh,PP1 inh,PREPL inh,PP5 primary,Efflux pump inh,ZTA counter,EBNA-1 inh,Fh CTSL1 inh,HCV core dimer
CCc1c(O)nc(SC2CC(=O)N(c3ccc(F)c(Cl)c3)C2=O)[nH]c1=O (centres undefined),-2,1,4,-1.6,0.1,2,5,5,5
Cc1ccc(OCCC(=O)Nc2c(C)n(C)n(-c3ccccc3)c2=O)cc1,0,-1,23,-0.8,0.0,14,6,1,-4
O=C(CNC(=S)N(Cc1ccccc1F)C1CCCCC1)NC1CC1,0,-3,13,4.5,-0.2,-10,4,-3,-5
CCOCCCNC(=O)c1ccc(/C=C2\Oc3ccccc3N(C)C2=O)cc1,2,4,-3,2.9,0.0,-2,-1,2,-7
COCC(=O)Nc1ccc(N(C)C)cc1,-7,-2,2,-0.1,-0.2,5,2,5,-8
CNC(=S)N/N=C(\C)c1cccc([N+](=O)[O-])c1,-1,-2,-8,2.1,0.0,1,-10,1,2
O=C(CCNS(=O)(=O)c1ccccc1C(F)(F)F)N1CCN(C(c2ccccc2)c2ccccc2)CC1,-1,1,-13,6.2,0.1,9,-17,2,7
N#CC(C#N)=Cc1cccn1-c1ccc(S(N)(=O)=O)cc1,-2,-4,25,-0.4,0.0,-2,4,4,2
O=C1c2ccccc2C(=O)N1CSc1nnc2c3ccccc3n(CCc3ccccc3)c2n1,-3,-2,1,-2.2,-0.1,5,-7,-1,17
Cc1cnc(NC(=O)C2CCCC2)s1,4,-7,-1,0.2,0.0,6,-7,-3,5
O=c1c2ccccc2nc(COc2ccccc2)n1/N=C/c1ccco1,-3,-3,19,-1.3,-0.1,-15,-1,4,8
CCNC(=S)N1CCn2c(nc3ccccc32)C1,-1,-1,2,0.6,0.1,-9,1,0,-6
CN1CCN(c2cc(N3CCc4ccccc4C3)c(F)cc2[N+](=O)[O-])CC1,11,3,41,-1.3,-0.3,7,-7,0,0

(cont.)
SMILES	TPT1 inh	PP1 inh	PREPL inh	PP5 primary	Efflux pump inh	ZTA counter	EBNA-1 inh	Fh CTSL1 inh	HCV core dimer
Clc1ccc(C(c2nnnn2C2CCCC2)N2CCN(c3nc4ccccc4s3)CC2)cc1 (centres undefined)	-1	-2	4	1.4	-0.1	3	2	1	2
CC1(C)CC(=O)c2cnc(N3CCc4ccccc43)nc2C1	4	-2	10	1.0	-0.1	-5	11	6	-7
Cc1cc(Cl)c(OCCCCN2CCOCC2)c(Br)c1	-1	1	-7	0.8	0.1	-12	3	-1	-7
COc1ccc(S(=O)(=O)Nc2ccc3c(c2)n(C)c(=O)n3C)cc1OC	2	-2	0	2.3	0.2	12	-12	-3	-2
CC(C)N(Cc1nc(-c2ccccc2)no1)C(=O)Cc1ccccc1	1	2	-6	-2.4	-0.1	17	16	-1	3
Cc1nnc(C)n1/N=C/c1c(O)ccc2ccccc12	3	0	14	1.1	0.1	1	-3	6	1
CCC(=O)Oc1ccc2c(=O)c(-c3ccc4ccccc4n3)c(CC)oc2c1C	1	0	2	-1.0	0.1	-7	-2	2	3
COc1cc(NC(=S)N2CCCC(CO)C2)c(OC)cc1Cl (centres undefined)	3	5	4	1.2	0.0	15	3	2	5
N#Cc1ccc(N2C(=O)[C@@H]3C(C(=O)c4cnccn4)=NN[C@@H]3C2=O)cc1	-3	-2	0	2.9	-0.2	9	6	-2	5
COC(=O)CCNCCSc1nnc(-c2ccco2)n1Cc1ccccc1	3	-6	16	-1.5	0.5	0	-17	-6	-3
O=C(COc1ccc(Cl)cc1Cl)OCC(=O)c1ccc[nH]1	x	-4	1	1.9	-0.1	9	x	x	x
COc1cccc(CNCCN2CCOCC2)c1OC	-2	-5	2	-0.2	0.0	11	2	1	-3
COc1ccc(CC(=O)O/N=C(\N)Cc2cccc3ccccc23)cc1OC	4	-2	15	-4.3	0.7	4	-2	-9	2
COc1cc(/C=C/C(=O)OCC(=O)NCC2CCCCC2)ccc1O	x	-2	7	3.3	0.0	8	x	x	x
Cc1cc([N+](=O)[O-])nn1CC(=O)N/N=C/c1ccccc1O	0	5	5	-2.1	-0.1	18	8	0	6
CCN(CC(=O)Nc1ccccc1C(F)(F)F)C(=O)c1ccc2[nH]c3c(c2c1)CC(C)CC3 (centres undefined)	0	-2	14	5.3	0.3	-5	-29	-2	-1
COCCn1cnnc1SCC(=O)Nc1sc2c(c1C#N)CCC2	x	-1	5	0.2	0.1	-1	x	x	x
O=C(NNC(=O)c1cc(Cl)ccc1O)c1cccs1	-2	-1	1	2.4	-0.1	1	-7	1	0
O=C(c1cn[nH]c1)N1CCc2c([nH]c3ccccc23)C1c1c(F)cccc1Cl (centres undefined)	-2	-2	9	4.5	0.6	-6	-6	5	4
COc1ccc(CCN2C(=O)C(Oc3ccccc3C)C2c2ccc3c(c2)OCO3)cc1 (centres undefined)	1	2	-3	3.9	-0.1	4	7	0	3
COc1ccc(NC(=O)C(CC(=O)O)Cc2ccccc2)cc1 (centres undefined)	2	-4	-2	-3.7	0.1	7	12	1	-3
Cc1ccccc1C(=O)c1cccn1CC(=O)NCCCN1CC(C)CC(C)C1 (centres undefined)	0	-3	16	-0.2	-0.2	10	-2	2	-3
C[C@H](O)Cc1cn(-c2cc3cc(C#Cc4ccsc4)ccc3oc2=O)nn1	x	5	-13	-1.3	0.3	14	x	x	x
Cc1cccc(NC(=S)N(Cc2cccc(Br)c2)CC2CCC(C(=O)O)CC2)c1 (centres undefined)	2	-3	-2	0.9	0.2	6	11	0	9
CCCC1CCc2c(c3ccccc3[nH]c2=O)O1 (centres undefined)	1	-6	-2	0.6	0.0	10	8	0	3
CCNc1sc(C(=O)c2cccs2)c(N)c1-c1nc2ccccc2s1	20	3	10	1.7	0.1	6	-15	2	30
COc1ccc(-c2nn(-c3ccccc3)cc2C#N)cc1	-2	0	2	0.9	0.0	-4	3	-1	2
CC(=O)c1c(C)[nH]c(C(=O)OC2CCCCC2=O)c1C (centres undefined)	-3	2	0	4.3	0.2	-1	-9	-1	3
CC(C)=C1SC(N2CCOCC2)=NC1=O	0	-2	-9	-1.4	-0.3	8	9	-2	2
Fc1ccc(-c2n[nH]c(=S)c3ccccc23)cc1	0	3	0	-1.8	0.0	12	-16	-4	25
C=CCn1c(SCC(=O)NC2CCCCC2)nnc1C1CCCCC1	1	-4	0	0.0	0.2	-12	6	-5	-2
COc1ccc(-c2ccc(CCC(=O)O)n2NC(N)=O)cc1	0	-2	-2	2.0	0.1	-2	1	0	-3
CCOc1ccc(CCNC(=O)C(CC)n2nc(C)n3c(cc4sccc43)c2=O)cc1OCC (centres undefined)	0	2	-3	1.5	0.0	11	-4	3	7
CC(C)Cc1cc(C(=O)Nc2cc(Br)ccc2O)no1	0	4	2	1.8	0.0	5	7	1	-6
COc1cc(=O)[nH]c(SC(C)C(=O)Nc2cc(C)on2)n1 (centres undefined)	3	-1	-8	4.3	0.1	-9	-10	-2	-6
O=C(CSc1nnc(C2CC2)n1-c1ccccc1)NCc1ccco1	0	-3	3	0.0	-0.1	6	-4	-2	-4
CCCN1CCC(=O)N([C@H](CSc2ccccc2)c2ccccc2)CC1	0	-2	8	-1.3	-0.2	-4	5	-8	-2
O=C(Nc1cccc(C(F)(F)F)c1)C1C2CC3OC(=O)C1C3C2 (centres undefined)	-8	-1	-3	0.7	-0.1	16	-4	-2	-5
CC1(C)NC(=O)N(CCCCOc2ccccc2[N+](=O)[O-])C1=O	1	-3	17	0.7	0.1	-7	-11	1	-3
FC(F)(F)c1cc(Cl)c2nc(-c3ccccc3)cn2c1	0	0	-2	0.9	-0.2	16	4	6	4
